From PubChem BioAssay
OXTR potentiate: potentiators of human oxytocin receptor. activation, % at 3 µM. P30559. 0.061% of 320,000 active. CHO-OTR cells, Fluo-8 calcium fluorescence, potentiator mode; 0% = oxytocin EC15, 100% = EC100;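 active = activation above that plate's cutoff, the mean activation of tested compounds plus 3 SD, cut at about 6.6% in these data, passing the limit was not always enough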;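 note: 100% uses oxytocin at 75 nM as the full agonist control; some results filed as inactive read as strong as hits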
Target sequence (P30559 whole entry, looked up): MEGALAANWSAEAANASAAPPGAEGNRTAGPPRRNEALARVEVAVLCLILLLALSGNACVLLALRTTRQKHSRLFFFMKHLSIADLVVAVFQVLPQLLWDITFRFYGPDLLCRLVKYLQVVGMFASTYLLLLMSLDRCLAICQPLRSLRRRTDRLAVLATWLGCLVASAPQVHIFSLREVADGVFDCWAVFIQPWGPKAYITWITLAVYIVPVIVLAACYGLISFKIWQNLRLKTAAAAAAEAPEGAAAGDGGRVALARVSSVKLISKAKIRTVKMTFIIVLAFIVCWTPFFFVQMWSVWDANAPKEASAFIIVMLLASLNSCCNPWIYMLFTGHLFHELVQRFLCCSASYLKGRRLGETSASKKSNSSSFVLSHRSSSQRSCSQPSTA
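Dosing: Single dose, 3.0 µM nominal final compound concentration | Material: Human OTR in CHO cells | Technique: Kinetic Fluo-8 calcium fluorescence | Benchmarks: EC15 oxytocin alone as 0%, 75 nM oxytocin as 100% | Probe or stimulus: Oxytocin at about EC15, sub-maximal agonist stimulus | Incubation: Compound 6 min at room temperature before oxytocin, 100 s read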
CHRM1 antagonist: antagonists of human M1 muscarinic receptor; P11229; CHO-K1 hM1, Fluo-8 calcium fluorescence, ACh EC80 antagonist; inhibition, % at 3 µM; 1.3% of 360,000 active;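 active = percent inhibition above its own plate's cutoff, namely the mean of that plate's compound wells plus 3 SD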;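 note: peak over basal fluorescence ratio during 140 s after agonist addition; 0% = ACh EC80 plus DMSO and 100% = DMSO alone without agonist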
M1 ag parental: M1 agonist counterscreen hit in parental CHO-K1 cells | AID 602248 | Fluo-8 calcium fluorescence; scaled to maximal ATP response, vehicle zero | activation, % at 3 µM | 0.48% of 360,000 active; in the data active = activation above about 15%;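 note: untransfected CHO-K1 host cells lacking M1 receptor as counterscreen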
CHRM1 agonist: agonists of human M1 muscarinic receptor | CHO-K1 hM1, Fluo-8 calcium fluorescence, agonist mode; 0% DMSO, 100% acetylcholine EC100 | 0.33% of 360,000 active | activation, % at 3 µM;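 active = activation above the run's mean compound activation plus 3 SD, cut at about 16% in these data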;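 note: peak over basal fluorescence ratio within a 140 s kinetic read after compound addition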
CHO-K1 Ca antag: M1 antagonist counterscreen hit in parental CHO-K1 cells; ATP-induced calcium, Fluo-8 fluorescence; inhibition, % at 3 µM; 0.6% of 360,000 active; AID 602250;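 active = inhibition above a per-plate cutoff, the plate's mean sample inhibition plus 3 SD, cut at about 24% in these data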;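 note: 0% = DMSO plus EC80 ATP and 100% = DMSO alone without ATP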
M1 PAM: human CHRM1 positive allosteric modulation; 0.088% of 360,000 active; CHO-K1 hM1, Fluo-8 calcium fluorescence, ACh EC20; 0% = ACh EC20, 100% = maximal ACh; activation, % at 3 µM; in the data active = activation above about 19%, passing the limit was not always enough
CHO parental Ca: counter-screen for OX1R antagonists: effect in parental CHO cells; parental CHO-K1, ATP-induced calcium, Fluo-8 fluorescence; inhibition, % at 5.6 µM; 0.63% of 330,000 active;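 active = inhibition above that plate's mean sample inhibition plus 3 SD, cut at about 26% in these data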;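 note: 0% = ATP-challenged DMSO wells and 100% = DMSO wells without ATP; some compounds past the cut are filed as inactive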
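material = parental CHO cells | also added = ATP as calcium-mobilizing challenge | dosing = single point at 5.6 µM | detection = intracellular calcium via Fluo-8 no-wash fluorescent dye | read-out = % inhibition | benchmarks = low control ATP plus DMSO, high control DMSO only | repeats = one well per compound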
CHRM4 antagonist: CHRM4 antagonism in calcium assay; P08173; CHO-hM4 cells, ACh EC80, Fluo-8 calcium fluorescence; inhibition, % at 3 µM; 0.73% of 360,000 active; AID 624125;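 active = inhibition above its plate's cutoff, the mean inhibition of sample wells plus 3 SD, cut at about 27% in these data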;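 note: 0% = acetylcholine EC80 with DMSO and 100% = DMSO without agonist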
Target sequence (P08173 whole entry, looked up): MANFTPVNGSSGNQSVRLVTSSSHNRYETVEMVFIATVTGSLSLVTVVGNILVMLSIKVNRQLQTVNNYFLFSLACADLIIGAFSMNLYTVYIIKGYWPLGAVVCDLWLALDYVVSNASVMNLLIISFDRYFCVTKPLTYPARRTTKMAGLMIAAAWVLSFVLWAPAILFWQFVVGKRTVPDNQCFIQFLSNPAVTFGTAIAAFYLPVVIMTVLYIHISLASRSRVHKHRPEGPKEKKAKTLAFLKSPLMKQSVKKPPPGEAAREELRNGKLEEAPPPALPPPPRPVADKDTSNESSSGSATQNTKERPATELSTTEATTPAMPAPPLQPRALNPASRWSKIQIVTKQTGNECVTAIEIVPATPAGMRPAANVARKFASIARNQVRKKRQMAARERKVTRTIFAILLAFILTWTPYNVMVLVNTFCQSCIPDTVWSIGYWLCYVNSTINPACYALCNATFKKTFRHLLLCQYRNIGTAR
CHRM4 agonist: CHRM4 agonism in calcium assay; P08173; CHO-K1 hM4/Gqi5, Fluo-8 calcium fluorescence; vehicle 0%, full acetylcholine response 100%; activation, % at 3 µM; 0.14% of 360,000 active; AID 624127;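 active = activation above the run mean over all test wells plus 3 SD, cut at about 32% in these data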;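 note: peak over basal fluorescence ratio per well then scaled between controls; 0% = DMSO wells and 100% = acetylcholine at EC100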
* hit, by the source's call; nt = not tested or not shown. Compounds as they come, and some 2.9% of all compounds hit somewhere here.

SMILES	OXTR potentiate	CHRM1 antagonist	M1 ag parental	CHRM1 agonist	CHO-K1 Ca antag	M1 PAM	CHO parental Ca	CHRM4 antagonist	CHRM4 agonist
O=C(CCC(=O)N1CCN(c2ccc(F)cc2)CC1)N1CCN(c2ccc(F)cc2)CC1	-10	-8	6.7	-1	-5	1	-9	-8	7
CCOC(=O)c1ccccc1NC(=O)C1CCN(c2ncnc3sc(C)c(C)c23)CC1	-6	-5	0.0	2	2	15	-15	-10	1
CC(C)(C)c1csc(NC(=O)Cn2c(=O)oc3ccccc32)n1	-13	-17	2.6	-3	2	-7	-14	4	4
COc1ccccc1C1NC(=O)CCC1[N+](=O)[O-] (stereo not given)	-3	-9	0.6	-3	-9	4	-3	-3	1
O=C(NNC1CC(=O)N(c2ccc(Br)cc2)C1=O)c1cccs1 (stereo not given)	-2	-6	0.4	0	-6	9	-17	30*	2
O=c1c(Cc2ccccc2)c(O)ccn1CCc1cnc[nH]1	7	-9	0.8	-6	-11	9	-9	1	1
CCN(CC(=O)NCc1cccs1)C(=O)c1ccc(Cl)c(Cl)c1	-8	-8	4.3	-6	-1	5	-18	-14	2
Cc1cc(=O)[nH]c(/N=C(\N)Nc2ccc(Oc3ccccc3)cc2)n1	3	-19	0.9	-5	2	4	-21	10	1
CCOC(=O)c1sc(=NC(=O)c2cc(OC)c(OC)c(OC)c2)n(C)c1C	-2	-8	0.4	-2	-24	1	-1	-8	0
Cc1nc(S(=O)(=O)N2CCOCC2)c(C#N)c(C)c1Cl	2	8	0.9	-3	9	-5	-8	-2	1
O=C(Nc1ccccc1C(=O)N/N=C/c1ccc(F)cc1)c1ccccc1Br	-4	5	1.4	-5	-7	3	-20	3	2
O=C(c1ccc2snnc2c1)N1CCN(c2ccccn2)CC1	-6	-9	1.0	-5	-13	4	-18	-2	2
Cc1c(C(=O)N2CCCCC2)c(S(=O)(=O)NCCc2ccc(S(N)(=O)=O)cc2)c(C)n1C	-5	-7	0.1	-1	-9	4	-4	2	1
O=C(CN1CCCN(Cc2ccc(F)cc2Cl)C1=O)NCc1ccccc1	-7	9	0.4	-3	-2	-1	-35	3	2
COC(=O)CCCC(=O)NC1CCCc2c1cnn2-c1ccc(F)cc1F (stereo not given)	-9	-3	0.2	-2	0	-1	-3	9	0
O=C(Cc1ccc(NC(=O)C2CCCN(C(=O)C3CCC3)C2)cc1)Nc1cccc(C(=O)N2CCCC2)c1 (stereo not given)	nt	-4	0.0	-9	-7	2	nt	2	-2
O=C1CCCC2=C1C(c1ccc(O)c(O)c1)Nc1ccc3ncccc3c12 (stereo not given)	-2	-5	-0.3	-3	-14	4	-2	-12	0
CCN1C(=O)CCN(C2CCCC2)c2nc(Nc3ccc(C(=O)NC4CCN(C)CC4)cc3OC)ncc21	nt	-5	0.1	-5	-12	2	nt	5	-1
CCOC(=O)c1cnn(Cc2ccccc2Cl)c1N	-6	-1	0.1	-4	6	2	-7	3	0
C[C@H]1CN([C@@H](C)CO)S(=O)(=O)c2ccc(Br)cc2O[C@H]1CN(C)C(=O)CN(C)C	nt	7	-0.1	5	18	7	nt	-17	1
CCOc1cc(OCC)cc(C(=O)N2CCC[C@H]2C(=O)N2CCC[C@H]2C(=O)N[C@@H](C)c2ccccc2)c1	nt	nt	0.6	nt	-15	nt	nt	1	1
CCOc1nc(N(C)C)nc(-n2nnc(C(C)=O)c2C)n1	0	-3	-0.2	-3	-4	10	-2	-1	1
COc1ccc(OC)c(CC(NC(C)=O)C(=O)NC2CCN(c3c(Cc4ccccc4)c(C)nc4ncnn34)CC2)c1 (stereo not given)	-2	0	2.6	-8	3	0	-6	-2	7
CCOC(=O)C[N+](C)(C)CCOC1CC2CCC1(C)C2(C)C (stereo not given)	-6	10	0.1	0	1	-9	-7	3	0
N#CC(c1nc2ccccc2nc1OCCO)S(=O)(=O)c1ccccc1 (stereo not given)	-1	-8	0.9	0	-16	2	-1	5	1
CCc1nc2ccc(C(=O)Nc3ccc(NC(C)=O)cc3)cn2c1N(C)CCC(C)C	nt	15	4.7	-5	9	-13	nt	9	9
CC(OC(=O)CCc1nc2ccccc2c(=O)[nH]1)C(=O)Nc1cccc(C(F)(F)F)c1 (stereo not given)	-1	8	0.1	-4	-12	-2	-19	-5	4
NC(=S)NNC(=O)c1ccccc1	-1	-9	0.6	-4	-9	6	-9	-7	1
CCOC(=O)N1CCN(C2CCCN(C(=O)c3ccccc3SC)C2)CC1 (stereo not given)	8	0	0.7	-4	-13	1	-13	3	1
Cc1cccc(NC(=S)NNC(=O)c2csc(C(C)C)c2)c1	4	5	0.5	-5	-4	2	-17	3	-1
Cc1cc(C)c(S(=O)(=O)N2CCN(c3ccc([N+](=O)[O-])c(NCc4ccco4)c3)CC2)c(C)c1	-8	-17	0.1	-2	-11	1	-15	3	1
O=C(O)C1Nc2c(O)cccc2C2C=CCC12 (stereo not given)	2	-6	0.5	-2	-5	13	6	-1	0
Cc1cccc(C)c1NC(=S)N(Cc1ccco1)C1CCN(C(C)C)CC1	-1	-5	-0.2	-8	0	1	-5	1	0
COC(=O)c1ccc2c(C)c(C3(O)CCCCC3)[nH]c2c1	-6	4	0.2	-9	4	0	-23	6	4
N#Cc1c(NC(=O)CCn2cnc3ccccc3c2=O)oc(-c2ccccc2)c1-c1ccccc1	-4	-20	0.5	-4	-8	-3	-22	-10	2
O=C(CSc1nnc(-c2cccs2)n1Cc1ccco1)c1ccc2c(c1)OCO2	-5	-6	2.9	-2	-8	5	-27	6	4
CC12CCC(C(=O)NCC3CCCO3)(OC1=O)C2(C)C (stereo not given)	-1	-2	-0.3	-1	4	10	-4	-2	0
CC1CCCCC1NC(=O)CSc1nnc(N)s1 (stereo not given)	-3	-7	0.2	-1	-8	7	-8	6	1
Cc1c(NC(=O)Nc2ccc(Cl)c(Cl)c2)sc(=S)n1C	-14	17	6.7	3	12	-11	12	1	16
COc1cc(C(=O)N(Cc2ccccn2)CC2CCCO2)cc(OC)c1OC (stereo not given)	2	-13	0.6	-4	-9	6	-8	-10	1
Cc1ccc2c(Cl)c(Cc3ccccc3)c(=S)[nH]c2n1	nt	-2	0.7	0	2	3	nt	14	1
O=C(NCCSc1ccccc1)c1ccco1	-12	-10	0.2	0	-19	9	-7	13	1
Cc1c(NC(=S)NC(=O)c2ccc(Cl)cc2)c(=O)n(-c2ccccc2)n1C	-9	20	5.7	-3	-2	-8	-11	9	19
Cc1cc(N2CCCCC2)nc(SCc2ccc(C#N)cc2)n1	-9	18	0.3	-3	5	-13	-27	11	-2
CCOc1ccc(OCCCC(=O)NCCc2ccc(OC)cc2)cc1	0	-5	0.4	-1	-4	3	-5	7	0

Some of the entries so far, as labelled records.
O=C(O)C1Nc2c(O)cccc2C2C=CCC12 (stereo not given)
  OXTR potentiate = 2
  CHRM1 antagonist = -6
  M1 ag parental = 0.5
  CHRM1 agonist = -2
  CHO-K1 Ca antag = -5
  M1 PAM = 13
  CHO parental Ca = 6
  CHRM4 antagonist = -1
  CHRM4 agonist = 0

Cc1cccc(C)c1NC(=S)N(Cc1ccco1)C1CCN(C(C)C)CC1
  OXTR potentiate = -1
  CHRM1 antagonist = -5
  M1 ag parental = -0.2
  CHRM1 agonist = -8
  CHO-K1 Ca antag = 0
  M1 PAM = 1
  CHO parental Ca = -5
  CHRM4 antagonist = 1
  CHRM4 agonist = 0

COC(=O)c1ccc2c(C)c(C3(O)CCCCC3)[nH]c2c1
  OXTR potentiate = -6
  CHRM1 antagonist = 4
  M1 ag parental = 0.2
  CHRM1 agonist = -9
  CHO-K1 Ca antag = 4
  M1 PAM = 0
  CHO parental Ca = -23
  CHRM4 antagonist = 6
  CHRM4 agonist = 4

N#Cc1c(NC(=O)CCn2cnc3ccccc3c2=O)oc(-c2ccccc2)c1-c1ccccc1
  OXTR potentiate = -4
  CHRM1 antagonist = -20
  M1 ag parental = 0.5
  CHRM1 agonist = -4
  CHO-K1 Ca antag = -8
  M1 PAM = -3
  CHO parental Ca = -22
  CHRM4 antagonist = -10
  CHRM4 agonist = 2

Going on with the list.
SMILES	OXTR potentiate	CHRM1 antagonist	M1 ag parental	CHRM1 agonist	CHO-K1 Ca antag	M1 PAM	CHO parental Ca	CHRM4 antagonist	CHRM4 agonist
COc1ccc(OCc2cc(C(=O)NCc3cccc(C)n3)no2)c(Cl)c1	-5	-3	4.8	-3	-9	-1	-15	0	8
CCCc1cc(=O)[nH]c2nnc(SCC(=O)Nc3cc(C)on3)n12	-1	-8	1.1	0	-2	10	2	-6	0
Cc1cc(C)cc(NC(=O)CSc2nc3nc(C)cc(C)c3c(=O)[nH]2)c1	-5	9	-0.8	-5	-4	-5	-15	9	-1
CC1(C(=O)NCc2ccc(C(F)(F)F)cc2)CCN1C1Cc2ccccc2C1 (stereo not given)	nt	-7	1.7	-6	-11	4	nt	-13	2
O=C(O)c1ccccc1NC(=S)NC(=O)c1sc2ccccc2c1Cl	-9	-1	0.1	-2	-13	4	12	7	0
O=C(NCCN1CCN(c2ccccc2F)CC1)C1CC(=O)N(C2CCCC2)C1 (stereo not given)	2	-13	0.1	-6	-6	2	-13	-4	1
CCOc1ccc(NC(=O)N(CCCN2CCOCC2)Cc2cccnc2)cc1	-6	-3	-0.1	-5	13	2	3	-10	-1
O=C(Nc1cccc2c1[nH]c(=O)c1ccccc12)C(F)(F)F	nt	-7	1.5	1	-8	-4	nt	-4	1
COc1ccc(S(=O)(=O)N2CCOC2CNC(=O)C(=O)NCCCN2CCCC2=O)cc1OC (stereo not given)	nt	-13	-0.3	1	-9	13	nt	2	2
COc1ccccc1CNCCS(=O)(=O)NCc1ccccc1	nt	-4	0.7	-1	-12	-4	nt	-12	2
N#Cc1cn(-c2ccccc2)nc1-c1ccc2c(c1)OCCO2	-2	-4	0.6	-5	-7	6	-14	-10	0
CCC(CC)C(=O)Nc1ccccc1-n1cccc1	-9	-11	-0.1	-5	-11	6	-9	1	0
Cc1cc(C)c(C(N)=O)c(Cl)n1	-12	6	1.8	-2	12	0	20	5	1
COc1cc(C)ccc1OCCCCN1CC(C)OC(C)C1 (stereo not given)	-6	-8	-0.2	-5	-6	4	-19	3	0
CCN(CC)S(=O)(=O)c1ccc2c(c1)c(=O)c(C(=O)N1CCOCC1)cn2C	3	1	0.3	-3	-9	3	1	3	0
CN(Cc1nc2ccccc2c(=O)[nH]1)C(=O)C1CC(=O)N(c2cccc3ccccc23)C1 (stereo not given)	1	1	-0.4	-2	-5	-4	-27	-10	0
Cc1ccc2c(COC(=O)c3ccccc3OC(F)F)cc(=O)oc2c1	-12	-7	1.8	-1	-24	9	4	-1	3
Cc1onc(-c2ccccc2)c1C(=O)Nc1sc2c(c1C#N)CCC(C)C2 (stereo not given)	-7	-22	0.5	-2	-19	0	-30	-1	1
O=C(NC1CCCc2ccccc21)c1cccc(S(=O)(=O)N2CCN(c3ccccc3)CC2)c1 (stereo not given)	-20	10	1.9	7	0	3	-1	9	4
O=C(Nc1cc(C(=O)N2CCCC2)ccc1N1CCCC1)c1ccccc1	-9	0	-0.8	-5	17	2	-14	0	-2
O=C(CNC(=O)c1ccccc1F)N/N=C/c1cc(Br)ccc1OCc1ccccc1	-14	6	0.6	-8	-3	-1	-18	9	1
COc1ccc(S(=O)(=O)NC(Cc2ccccc2)C(=O)O)cc1 (stereo not given)	-13	-14	0.7	-2	-8	11	1	-5	1
